GalR3 antag = human GalR3 antagonism; O60755; HEK293 GalR3-CNG cAMP membrane potential fluorescence; galR3 body fused to GalR1 C-terminus; inhibition, % at 3 µM; hit rate 0.44% among 360,000; AID 651719;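 active means inhibition above the screen-wide average plus 3 SD, cut at about 13% in these data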;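 further: forskolin and galanin both at EC90 stimulate the cells; cAMP rise reported by CNG channel membrane potential dye signal; 0% = forskolin plus galanin with DMSO and 100% = forskolin alone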
Target sequence (O60755 1-299 limits assumed): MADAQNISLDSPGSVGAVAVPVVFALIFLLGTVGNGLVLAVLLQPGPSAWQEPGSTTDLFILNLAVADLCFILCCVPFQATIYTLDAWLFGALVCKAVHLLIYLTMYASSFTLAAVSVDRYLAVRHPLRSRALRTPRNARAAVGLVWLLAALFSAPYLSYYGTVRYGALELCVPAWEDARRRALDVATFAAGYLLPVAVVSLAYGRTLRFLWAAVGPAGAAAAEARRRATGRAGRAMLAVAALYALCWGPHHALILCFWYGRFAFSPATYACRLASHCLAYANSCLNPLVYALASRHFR
MEKK3 PB1 HTS = MEKK3-MEK5 PB1 interaction, increase or decrease. Q99759. bead-based flow cytometry, Alexa488-MEK5 binding to MEKK3; actives lie on both sides; 0 = blocked by unlabeled MEK5, 100 = vehicle. binding response (% of control), % at 10 µM. hit rate 1.4% among 290,000;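 active means binding response more than 3 SD above or below the average of its plate-row segment, actives on both sides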;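 further: Alexa488 bead fluorescence after subtracting the streptavidin-only scavenger bead signal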
Target sequence (Q99759 whole entry, looked up): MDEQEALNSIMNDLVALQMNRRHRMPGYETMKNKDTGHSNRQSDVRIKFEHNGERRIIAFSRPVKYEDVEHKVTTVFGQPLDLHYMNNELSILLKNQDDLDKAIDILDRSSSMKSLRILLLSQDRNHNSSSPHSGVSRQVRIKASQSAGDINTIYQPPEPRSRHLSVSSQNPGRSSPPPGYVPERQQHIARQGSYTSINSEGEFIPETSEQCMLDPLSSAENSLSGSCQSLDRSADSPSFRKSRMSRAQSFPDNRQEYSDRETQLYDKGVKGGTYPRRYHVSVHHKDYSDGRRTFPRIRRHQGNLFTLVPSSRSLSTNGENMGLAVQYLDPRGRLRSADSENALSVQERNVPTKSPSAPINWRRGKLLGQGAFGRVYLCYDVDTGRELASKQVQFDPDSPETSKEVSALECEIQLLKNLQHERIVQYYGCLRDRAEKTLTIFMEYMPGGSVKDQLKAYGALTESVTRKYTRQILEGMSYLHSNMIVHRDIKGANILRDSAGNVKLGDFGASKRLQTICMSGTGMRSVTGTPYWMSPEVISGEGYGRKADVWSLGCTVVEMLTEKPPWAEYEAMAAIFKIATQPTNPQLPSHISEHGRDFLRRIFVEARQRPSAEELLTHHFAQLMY
CRFBP-R2 agonist = CRF-BP/CRF-R2 complex agonism. hit rate 0.46% among 350,000. activation, % at 13.2 µM. HEK293 CRF-R2/CRF-BP, calcium dye fluorescence (FLIPR); percent of saturating CRF peptide response;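 active means activation of at least 50%, plus an integration ratio under a set limit after plate pattern correction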;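 further: plate controls were neutral control wells without compound for no effect and CRF at EC100 for full effect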
CRFBP-R2 block = CRF-BP/CRF-R2 complex antagonism. hit rate 0.59% among 350,000. inhibition, % at 11.8 µM. AID 588475. HEK293 CRF-R2/CRF-BP, CRF-induced calcium fluorescence;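 active means inhibition of the ligand-induced calcium signal above about 50% at the single tested concentration, limit read from the data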
SUMO HTRF inh = SUMOylation inhibition; AID 2006; hit rate 0.36% among 290,000; inhibition, % at 35 µM; HTRF SUMOylation assay, SAE1/SAE2 + UBC9, in vitro; in the data active means inhibition above about 50%, passing the limit was not always enough; further: strong numbers were not always called active
Target sequence (P63279 whole entry, looked up): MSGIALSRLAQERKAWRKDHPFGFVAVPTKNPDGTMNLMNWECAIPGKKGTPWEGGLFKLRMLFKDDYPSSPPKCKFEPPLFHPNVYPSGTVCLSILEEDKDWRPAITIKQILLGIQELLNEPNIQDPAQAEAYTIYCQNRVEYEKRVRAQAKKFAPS
FID counter = counter-screen for HCV NS3 helicase inhibitors: DNA intercalator displacement; hit rate 0.17% among 290,000; AID 1845; DNA fluorescent intercalator displacement, fluorescence; inhibition, % at 7.9 µM; in the data active means inhibition above about 37%;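 further: 0% = vehicle and 100% = reference compound; higher means more ethidium bromide displaced from hairpin DNA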
MEKK2 WT-MEK5 = raises or lowers MEK5 binding to wildtype human MEKK2 PB1 domain; Q9Y2U5; bead flow cytometry, Alexa488-MEK5 binding to MEKK2 WT; actives lie on both sides; binding response (% of control), % at 10 µM; hit rate 1.1% among 290,000; AID 1531; in the data active means binding response below about 67% or above about 130%
HCV NS3 hel inh = HCV NS3 helicase inhibition. AID 1800. inhibition, % at 10.9 µM. hit rate 0.56% among 290,000. NS3 helicase DNA unwinding, Cy5 molecular beacon fluorescence;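 active means inhibition above the mean of all tested compounds plus 3 SD, set per campaign, cut at about 35% in these data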;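 further: 0% = DMSO wells and 100% = thioflavine S control wells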
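Compound dosing – single dose, 10.9 µM nominal final, DMSO 0.8% final · System – NS3 helicase fragment of HCV · Buffer or medium – MOPS pH 6.5, MgCl2, DTT, Tween20, BSA · Signal – Cy5 beacon fluorescence read at start and 1 h · Also added – annealed dual-labelled DNA beacon duplex, ATP-started · Schedule – 1 h at 25 °C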
MEKK2mut PB1 HTS = signal of MEK5 binding to mutant human MEKK2 PB1 domain | bead flow cytometry, Alexa488-MEK5 binding to MEKK2 mutant | percent response, % at 10 µM | hit rate 0.35% among 290,000; in the data active means percent response above about 24%, passing the limit was not always enough; further: inactives centre near 1; some results filed as inactive read as strong as hits
Starred values were filed as active, the others as inactive; nt = not tested or not shown.

Every second line gives: CRFBP-R2 agonist	MEKK2 WT-MEK5	GalR3 antag	SUMO HTRF inh	FID counter	CRFBP-R2 block	MEKK2mut PB1 HTS	HCV NS3 hel inh	MEKK3 PB1 HTS
- Cc1ccccc1NC(=O)NNC(=O)CCc1ccccc1
 : -0.1	107	-2	-5	-8	8	0	-3	103
- Cc1nc(CCNC(=O)CC2C(=O)NCCN2Cc2ccccc2F)sc1C (centres undefined)
 : 2.6	108	2	-1	-15	1	7	1	104
- O=C(c1cc2ccccc2oc1=O)N(Cc1ccc(F)cc1)C1CCS(=O)(=O)C1 (centres undefined)
 : -3.9	77	4	18	-12	3	-4	-18	81
- O=C(NCc1ccc(Cl)cc1)C1CCN(S(=O)(=O)N2CCOCC2)CC1
 : -1.3	102	-9	-10	-11	11	-1	2	100
- COc1ccccc1CNC(=O)c1ccc(CS(=O)(=O)c2ccc(C)cc2)o1
 : 0.2	104	-7	12	-45	7	2	25	102
- Cc1ccccc1C(=O)/C=C1\NC(=O)CS1
 : 2.0	103	0	2	-4	4	1	1	99
- CNC(=O)CCn1nc(-c2ccc(Cl)cc2)c2ccccc2c1=O
 : -1.5	100	-5	9	-17	5	2	2	103
- CCC(C)n1cnc2c(=O)oc3ccccc3c21 (centres undefined)
 : -1.0	92	-7	17	0	8	-3	11	98
- NC(=O)c1c(NC(=O)CCCC(=O)O)sc2c1CCCCCC2
 : -3.5	98	-3	16	-10	7	-1	7	99
- COc1ccccc1Nc1c2c(nc3ccccc13)CCC2
 : -1.0	105	-14	0	-8	10	6	-8	102
- CC(C)CN(CCCNC(=O)CN1C(=O)COc2ccc(S(=O)(=O)N3CCCC3)cc21)CC(C)C
 : 1.8	106	-4	-4	14	10	-1	9	100
- COc1cc(C(=O)OC(C)CN2C(C)CCCC2C)cc(OC)c1OC (centres undefined)
 : 0.9	105	-8	1	0	1	3	1	106
- C=C(C)CN1CCN(S(=O)(=O)c2ccc(C)c(N(C)S(=O)(=O)c3ccc(C)cc3)c2C)CC1
 : 7.9	107	-3	-1	-16	47	0	-12	102
- COc1ccc(C2CCCN2C(=O)Nc2ccc(F)cc2)cc1OC (centres undefined)
 : -0.8	96	2	5	-11	16	-4	-3	101
- CC(C)Oc1ccc(C2C(C#N)=C(N)Oc3c2oc(CO)cc3=O)cc1 (centres undefined)
 : -6.1	101	0	17	-7	21	-4	4	101
- COc1ccc(CCNC(=O)c2ccc3c(=O)n(Cc4ccco4)c(=S)[nH]c3c2)cc1OC
 : 0.2	103	1	24	-6	6	3	6	104
- NC(=O)c1sc2nc(-c3ccco3)ccc2c1N
 : 5.5	106	6	76*	-10	-3	12	74*	111
- Cc1[nH]n(C(N)=S)c(=O)c1N=Nc1cc(C(F)(F)F)ccc1Cl
 : 8.3	105	0	8	-7	22	5	28	109
- O=C(Nc1nc2c(s1)CCCC2)c1cc(-c2ccncc2)nc2ccccc12
 : 1.0	110	-10	-7	-13	-21	2	29	109
- COCC(=O)N/N=C\c1cccc(OC)c1OC/C=C/c1ccccc1
 : -1.8	99	-2	7	-46	9	-3	-7	102
- Cn1ccs/c1=N\C(=O)Nc1cccc(Cl)c1
 : -1.8	107	-1	20	-4	-3	10	-4	106
- O=C(Cc1ccccc1)Nc1cccc(C(=O)O)c1O
 : 0.1	93	-7	17	0	5	-8	6	96
- Cc1ccc(C(C)C)c(OCc2ccc(C(=O)N/N=C/c3ccc(O)cc3O)cc2)c1
 : 0.7	97	23*	-42	-11	-6	-2	1	96
- CCCn1c(C)cc(/C=C(\C#N)C(=O)O)c1C
 : 0.7	97	7	4	-10	11	-2	7	100
- Cc1cc(NC(=O)c2cccnc2)ccc1NC(=O)c1ccco1
 : 0.8	98	-3	34	1	13	-2	2	95
- Cc1cccc2cc(CN(Cc3cccs3)C3(c4nnnn4C4CCCC4)CCCC3)c(=O)[nH]c12
 : 1.6	105	-3	-21	2	2	8	6	106
- CC(=O)c1c(C)[nH]c(C(=O)NC2CCCCC2)c1C
 : 1.0	nt	-4	23	-5	-1	nt	2	nt
- CSc1ncc(Cl)c(C(=O)Nc2ccccc2Br)n1
 : -0.1	103	4	-4	-2	1	-10	1	96
- O=C(Nc1ccc(F)cc1)c1cc(S(=O)(=O)Nc2ccc(F)cc2)cs1
 : 1.3	105	-6	-19	2	-6	1	-6	105
- Cc1cccc(OCCCC(=O)Nc2ccc(Br)cc2)c1
 : -0.6	112	-1	-20	-1	22	6	-9	112
- CC1=C(C(=O)NCCc2ccc(C)cc2)C2(CCC(C)CC2)OC1=O (centres undefined)
 : -0.5	104	nt	-1	-29	-3	4	4	113
- Cc1ccc(C)c(NC(=O)COc2cccc3c2CCN(Cc2ccccc2C)C3=O)c1
 : 7.8	95	-4	-16	-2	12	7	7	102
- O=C1CCCc2c1cc(C(=O)NC1CCSC1=O)c(=O)n2-c1ccccc1 (centres undefined)
 : 0.3	106	1	-10	-16	38	3	-2	101
- CN(Cc1cccc(Cl)c1)C(=O)C1CCC(=O)N(C2CC2)C1 (centres undefined)
 : 0.0	102	-5	10	-10	81*	2	-5	101
- CCOC(=O)C1CCCN(C(=O)C2CCN(S(=O)(=O)c3cccs3)CC2)C1 (centres undefined)
 : -1.3	104	-5	7	-18	11	5	-3	104
- CCCN(CCC)C(=O)CSc1nc2ccccc2c(=O)n1C1CCCC1
 : 2.3	85	-8	6	-21	-22	-5	-7	88
- CCN(CC)C(=O)CC(c1ccc(F)cc1)c1ccc(OC(C)C)cc1 (centres undefined)
 : nt	101	nt	-16	-30	nt	9	5	100
- O=C(NCCc1csc(-c2cccnc2)n1)c1cccc(Cl)c1
 : -1.0	106	-2	9	-26	4	7	-3	108
- Cc1cc(C)cc(C(=O)NC2C(=O)N3C(C(=O)O)=C(CSc4nnc(C)s4)CSC23)c1 (centres undefined)
 : -1.1	96	-2	20	-29	-8	-8	28	98
- COc1ccc2nc(SCC(=O)NC3CCCCC3)[nH]c2c1
 : 0.1	100	-7	-1	-12	9	3	0	103
- Cc1ccn(CC(=O)N2CCCC(N3CCN(Cc4ccc5c(c4)OCO5)CC3)C2)n1 (centres undefined)
 : -0.7	114	-4	-2	-3	1	10	2	106
- COCCNc1nc(C)cc(-c2cc(C(=O)NCc3ccccc3)on2)n1
 : -1.1	96	-5	-2	nt	-4	3	nt	98
- CCOC(=O)C1(Cc2cccc(F)c2)CCN(C(=O)C2CCOCC2)CC1
 : 2.2	99	-5	-1	-22	9	2	0	102
- COc1ccccc1CCNC(=O)c1ccc2nc[nH]c2c1
 : 0.1	99	0	-3	-12	5	-4	0	100
- Cc1cc(C(=O)c2cnc(/N=C/N(C)C)s2)c(F)cc1Cl
 : -2.5	72	2	1	-12	9	-13	7	79
- COc1ccc(-n2nnnc2SC(C)C(=O)NCC(=O)Nc2ccc(F)c(F)c2F)cc1 (centres undefined)
 : -1.3	103	-7	-11	-7	-4	3	-4	102
- COc1ccccc1N(CC(=O)NCc1ccco1)S(=O)(=O)c1ccc(C)cc1
 : 0.3	100	-6	6	-26	-22	-2	13	98
- CC1CC2C3CCC4=CC(=O)C=CC4(C)C3(F)C(O)CC2(C)C1(O)C(=O)CO (centres undefined)
 : 1.1	102	-4	-8	-19	-3	-1	9	99
- Fc1cccc(NC(=S)N2CCN(c3ccccn3)CC2)c1
 : 1.9	101	-4	13	-12	-14	4	6	104
- N#Cc1ccc(Sc2ccccn2)c([N+](=O)[O-])c1
 : -1.4	105	-3	9	5	11	8	1	107
- COc1ccccc1CNC(=O)CSc1n[nH]c(N)n1
 : 0.7	96	3	-3	-2	-2	-7	6	98
- CC(=O)c1ccc(N2CCN(C(=S)Nc3ccccc3C(F)(F)F)CC2)cc1
 : -0.2	101	-6	-13	-4	6	1	4	99
- O=C(NCCN1CCOCC1)c1ccc(Cl)c(S(=O)(=O)N2CCOCC2)c1
 : -0.4	107	-7	6	-2	-7	7	9	105
- CCOC(=O)C1C(=O)N(C(=O)c2ccc(OC)cc2)CC1c1ccccc1 (centres undefined)
 : -2.9	98	-4	3	4	-2	-2	-1	101
- N#C/C(=C(/O)c1ccc([N+](=O)[O-])cc1)c1nnc2n1CCCCC2
 : -2.5	96	3	-9	-3	13	0	-6	94
- Nc1ccc(Oc2cc(N)cc(Oc3ccccc3)c2)cc1
 : 0.3	96	-11	-23	-6	0	-3	-31	96
- CCCNC(=O)C12CCC(C)(C(=O)C1Br)C2(C)C (centres undefined)
 : 2.9	100	-2	7	3	14	-1	-4	107
- CCCCn1c(NCCN(C)C)nc2c1c(=O)[nH]c(=O)n2C
 : 4.1	98	-2	-16	2	-11	-1	5	99
- CC(C(=O)O)N1C(=O)CSC1=S (centres undefined)
 : -0.3	98	2	21	0	-2	-10	6	98
- Cc1ccc(N2CS(=O)(=O)/C(=C/N(C)C)C2=O)cc1
 : 3.2	nt	-1	10	4	-26	nt	-4	nt

(continued)
Every second line gives: CRFBP-R2 agonist	MEKK2 WT-MEK5	GalR3 antag	SUMO HTRF inh	FID counter	CRFBP-R2 block	MEKK2mut PB1 HTS	HCV NS3 hel inh	MEKK3 PB1 HTS
- Cc1ccc(C(=O)N(c2ccccn2)C(C)c2ccco2)cc1 (centres undefined)
 : -1.1	92	-3	7	-13	-17	-10	6	90
- c1ccc2[nH]cnc2c1
 : -0.2	106	nt	nt	nt	8	4	nt	103
- COc1cccc(/C=N/n2c(SC)nnc2-c2ccccc2)c1O
 : 8.4	104	2	19	-7	-11	3	4	104
- O=C(O)CCn1c(C(=O)O)cc2sccc21
 : -0.1	110	4	11	0	-11	4	-6	105
- COc1cc2[nH]c(=O)n(Cc3ccc(C(=O)NC4CCN(Cc5ccccc5)CC4)cc3)c(=O)c2cc1OC
 : -2.0	113	-2	15	4	-5	9	1	102
- Cc1nn(CC(C)C)c2sc(C(=O)NC3CC(C)(C)NC(C)(C)C3)cc12
 : -1.5	105	-7	3	18	4	7	-8	104
- CCCCCSc1nc2c(c(=O)[nH]c(=O)n2C)n1C
 : -1.1	116	nt	6	-5	-33	8	-2	113
- CC(=O)C1=C(O)C(=O)N(Cc2cccnc2)C1c1ccc(Cl)cc1Cl (centres undefined)
 : 0.5	106	-4	12	-10	1	1	0	103
- Cc1nc2scc(-c3ccc(Cl)cc3)c2c(=O)o1
 : 0.6	98	-4	15	-18	13	0	15	97
- CCCCn1nnnc1SCC(=O)N(CC)CC
 : 0.1	102	-1	2	-2	-21	2	-5	98
- CCc1n[nH]c(=S)n1/N=C/C(C)=C\c1ccccc1
 : 0.4	104	-8	14	-25	3	2	-17	100
- COc1ccc(CN2CC[C@H]3C=CC[C@@H](C(=O)Nc4ccc(Cl)c(C(F)(F)F)c4)[C@H]3C2=O)cc1OC
 : -1.9	91	0	nt	nt	7	-5	nt	100

Filtered by structure: the compounds so far with bromine
Every second line gives: CRFBP-R2 agonist	MEKK2 WT-MEK5	GalR3 antag	SUMO HTRF inh	FID counter	CRFBP-R2 block	MEKK2mut PB1 HTS	HCV NS3 hel inh	MEKK3 PB1 HTS
- CSc1ncc(Cl)c(C(=O)Nc2ccccc2Br)n1
 : -0.1	103	4	-4	-2	1	-10	1	96
- Cc1cccc(OCCCC(=O)Nc2ccc(Br)cc2)c1
 : -0.6	112	-1	-20	-1	22	6	-9	112
- CCCNC(=O)C12CCC(C)(C(=O)C1Br)C2(C)C (centres undefined)
 : 2.9	100	-2	7	3	14	-1	-4	107

Source: PubChem BioAssay (several laboratories)

The list is partial. The share of hits here may be higher or lower than overall.
